# Assay outcomes from PubChem BioAssay.
# RGS4 inhibitor: inhibitors of human regulator of G protein signaling 4 | Potency, µM (titrated, usually from 114 µM), for inactives: at the highest dose activity change, negative = inhibition, usual class: inhibitors | Transcreener GDP fluorescence polarization, RGS4-accelerated GTP hydrolysis | P49798 | 390,000 tested, 0.039% active; also: potency is read from the fitted curve at half-maximal effect; % is scaled to controls: 0 for no effect and ±100 for the full control effect; nearly all actives have a fitted effect of over 75% in size; some results filed as inactive show a strong effect at the top dose
# Target sequence (P49798 whole entry, looked up): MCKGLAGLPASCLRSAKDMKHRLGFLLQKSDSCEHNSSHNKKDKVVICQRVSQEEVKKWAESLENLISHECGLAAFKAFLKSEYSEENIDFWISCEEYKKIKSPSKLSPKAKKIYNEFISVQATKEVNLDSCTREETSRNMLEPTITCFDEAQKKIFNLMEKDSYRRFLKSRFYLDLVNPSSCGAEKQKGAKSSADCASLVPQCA
#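 MLSMR compounds (23 nl, pin-transferred) preincubated 10 min at room temperature with a 500nM (2x) first reagent, then RGS4 at 900nM (2x) plus Transcreener GDP mix added; fluorescence polarization (620/688 nm) read before and after 90 min at 30 °C.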
# USP1 inh: blocks the human USP1/UAF1 deubiquitinase complex. O94782. Potency, µM (highest dose often 57.1 µM), inactives show at the top dose activity change, negative = inhibition, hits mostly inhibitors. 390,000 tested, 0.23% active. AID 743255. recombinant USP1/UAF1, Ub-Rhodamine cleavage fluorescence; also: potency is read from the fitted curve at half-maximal effect; % is scaled to controls: 0 for no effect and ±100 for the full control effect; nearly all actives have a fitted effect of over 60% in size; inactives centre near -12
#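 In this screen, compounds sit with the deubiquitinase complex (1nM) for 15 min at room temperature before Ub-Rho is added at 150nM final. Fluorescence rise is then followed for 6 reads every 60 seconds.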
# mIDH1 inhibitor: blocks human mutant IDH1 R132H enzyme. Potency, µM (highest dose often 76.6 µM), for inactives: top-dose activity change, negative = inhibition, actives largely listed as inhibitors. IDH1-R132H enzyme, NADPH consumption, diaphorase/resazurin fluorescence. AID 602179. 390,000 tested, 0.093% active. O75874; also: potency is read from the fitted curve at half-maximal effect; % is scaled to controls: 0 for no effect and ±100 for the full control effect; nearly all actives have a fitted effect of over 65% in size
# Target sequence (O75874 whole entry R132H, stated change not applied): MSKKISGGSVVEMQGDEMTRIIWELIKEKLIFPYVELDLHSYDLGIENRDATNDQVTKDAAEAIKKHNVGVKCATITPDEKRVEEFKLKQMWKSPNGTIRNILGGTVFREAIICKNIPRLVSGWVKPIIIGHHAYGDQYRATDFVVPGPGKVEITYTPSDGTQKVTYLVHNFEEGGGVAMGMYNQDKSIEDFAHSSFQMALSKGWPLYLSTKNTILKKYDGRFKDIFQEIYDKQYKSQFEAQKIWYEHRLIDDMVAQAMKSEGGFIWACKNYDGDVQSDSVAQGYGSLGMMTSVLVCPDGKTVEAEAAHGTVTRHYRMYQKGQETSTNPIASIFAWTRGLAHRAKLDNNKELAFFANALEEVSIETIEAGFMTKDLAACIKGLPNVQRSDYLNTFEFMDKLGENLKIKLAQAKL
#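 IDH1-R132H (0.5 ug/mL) preincubated 30 min with compound, then NADPH (0.016 mM) and alpha-KG (2 mM) added; 80 min at RT, pH 7.5. Remaining NADPH coupled via diaphorase/resazurin to fluorescence (540/590 nm); concentration-response curves normalized to no-enzyme control.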
# Glioma ERSR ind: ER stress response induction in glioma; U87-MG GRP78 promoter luciferase reporter, 16 h; Potency, µM, inactives show at the top dose activation, most hits filed as activators; 420,000 tested, 0.02% active; AID 602332; also: potency is read from the fitted curve at half-maximal effect; series mostly up to about 76 µM; % of control where 0% means no effect; nearly all actives have a fitted effect of over 35% in size
#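 ERSR induction read as luciferase luminescence (Bright-Glo, 10 min at room temperature) in stably transfected human U87-MG glioma cells exposed to compounds for 16 h, using GRP78 as sensor.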
# LDHA block: inhibitors of human lactate dehydrogenase A; P00338; purified LDHA, NADH/diaphorase-resazurin fluorescence; hits give low values; activity change, % (values are at about 110 or 230 µM); 480,000 tested, 0.15% active; AID 1347041; in the data active = activity change below about -30%; inconclusive = mostly about -25% to -30%;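 also: plate controls were DMSO wells for no effect and wells without enzyme for full effect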
#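 Resorufin fluorescence (ex540/em590), read at 0 and 20 min after diaphorase/resazurin addition, reports the NADH left after a 5 min room-temperature reaction of 2 nM human LDH5 with 0.06 mM NADH and 0.2 mM pyruvate.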
# Vif-A3F inh: blocks the Vif interaction with APOBEC3F | 390,000 tested, 0.2% active | HeLa A3F-eYFP + Vif (tagged APOBEC3F with the HIV-1 protein that degrades it), YFP fluorescence increase | Potency, µM (titrated, usually from 46.1 µM), inactives show at the top dose activity, negative = active; also: potency is read from the fitted curve at half-maximal effect; % of control where 0% means no effect; nearly all actives have a fitted effect of over 65% in size
#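 HeLa cells stably expressing Vif plus C-terminally eYFP-tagged A3F were seeded, incubated overnight at 37 deg C, dosed with compound, incubated overnight again at 37 deg C. Yellow fluorescence (Ex 488/Em 500-530) reported blocked Vif-mediated A3F-eYFP degradation.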
# TrxR1 substrate: substrates of rat thioredoxin reductase 1 | Potency, µM (series often up to 114 µM), without a hit: at the highest dose activity change, negative = substrate turnover | AID 588456 | purified TrxR1 substrate turnover, NADPH consumption readout | O89049 | 390,000 tested, 0.01% active; also: potency is read from the fitted curve at half-maximal effect; % is scaled to controls: 0 for no effect and ±100 for the full control effect; nearly all actives have a fitted effect of over 50% in size
#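 Rat TrxR1, dispensed at 90 nM, was prereduced with 400 uM NADPH (final) for 5 min at ~22 deg C, then incubated with compound 15 min before 400 uM selenite. A first-read NADPH fluorescence drop versus no-compound background flagged substrates.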
# Vif-APOBEC3G blk: inhibitors of Vif-APOBEC3G interaction | Q9HC16 | HeLa A3G-eYFP + Vif (tagged APOBEC3G with the HIV-1 protein that degrades it), YFP fluorescence, overnight | Potency, µM (highest dose often 46.1 µM), inactives show top-dose activity, negative = active, most hits filed as inhibitors | 410,000 tested, 0.076% active;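 also: potency is read from the fitted curve at half-maximal effect; % is scaled to controls: 0 for no effect and ±100 for the full control effect; nearly all actives have a fitted effect of over 60% in size; hits raise eYFP signal because A3G escapes Vif-driven loss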
# Target sequence (Q9HC16 whole entry, looked up): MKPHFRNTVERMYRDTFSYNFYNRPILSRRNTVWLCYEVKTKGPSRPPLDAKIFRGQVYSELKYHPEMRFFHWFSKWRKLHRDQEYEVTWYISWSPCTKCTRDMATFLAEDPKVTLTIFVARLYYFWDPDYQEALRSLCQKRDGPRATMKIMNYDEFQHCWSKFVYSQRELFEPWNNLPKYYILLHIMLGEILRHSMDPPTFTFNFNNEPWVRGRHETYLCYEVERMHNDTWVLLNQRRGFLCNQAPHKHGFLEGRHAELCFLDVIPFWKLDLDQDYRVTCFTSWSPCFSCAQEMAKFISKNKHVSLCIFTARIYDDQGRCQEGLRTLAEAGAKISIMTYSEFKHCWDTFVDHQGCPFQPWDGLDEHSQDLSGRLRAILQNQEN
#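 Read-out is eYFP fluorescence (Ex 488/Em 500-530) from Vif-expressing HeLa A3G-eYFP cells; more signal means A3G escaped Vif-mediated degradation. Cells plated overnight, compound pinned in, incubated overnight at 37 deg C.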
# TrxR1 inh: inhibitors of rat thioredoxin reductase 1 | recombinant rTrxR1, NADPH fluorescence consumption, selenite substrate | Potency, µM (doses to about 114 µM), for inactives: at the top dose activity change, negative = inhibition, most hits filed as inhibitors | 390,000 tested, 1% active; also: potency is read from the fitted curve at half-maximal effect; % is scaled to controls: 0 for no effect and ±100 for the full control effect; nearly all actives have a fitted effect of over 65% in size
#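 Rat TrxR1 (90 nM in the dispensed reagent) was pre-reduced with 400 uM NADPH for 5 min at room temperature, then incubated with compound for 15 min. After 400 uM selenite was added, NADPH fluorescence (Ex 340/Em 450 nm) was followed for 8 min.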
# An asterisk follows results filed as active; ? = inconclusive; nt = not tested or not shown; [ ] = remark or other dose. Unless noted, calls follow the shape of the dose curve; as a rule, active = well fitted curve in the direction sought with a large enough effect; inconclusive = small, poorly fitted or top-dose-only effect, or another doubt; inactive = no such curve, though single readings can be large; an effect the other way counts as inactive or inconclusive. These rows are one share of the data, so the mix of outcomes need not match the whole.
# Every second line gives: Vif-APOBEC3G blk, Vif-A3F inh, USP1 inh, RGS4 inhibitor, Glioma ERSR ind, mIDH1 inhibitor, TrxR1 substrate, LDHA block, TrxR1 inh
CCN(Cc1ccccc1)C(=O)CCS(=O)(=O)c1cc(Br)cc2c1N(C(=O)C1CC1)CC2
    2%, 1%, -20%, -21%, -3%, -14%, 5%, 1, 6%
CCCSCCCNC(=O)C1CCCN(C(=O)c2cnn(-c3ccccc3)c2-n2cccc2)C1 (stereo unspecified)
    3%, 6%, -22%, -30%, -2%, 0%, 0%, -19, 7%
CCc1nnc(NC(=O)c2ccc(NC(=O)C(C)C)cc2)s1
    2%, -1%, -15%, -13%, -1%, 6%, 1%, -3, 15%
COc1cccc(NC(=O)CN(C)C(C)C(=O)NC(=O)NC2CCCCC2)c1 (stereo unspecified)
    3%, -10%, -15%, -6%, 1%, -3%, -4%, 0, 18%
CSc1ncccc1C(=O)OCC(=O)NC1CCCCC1
    -2%, 1%, -15%, 9%, 0%, 5%, 3%, -5, 17%
CCCSc1nc2c(c(=O)n(C)c(=O)n2C)n1C
    3%, -1%, -2%, 13%, 0%, 5%, 5%[57.1 µM], -5, 13%[57.1 µM]
CCCOC(=O)/C=C/c1c(C)[nH]c(=O)[nH]c1=O
    0%, -19%, -9%, -7%, -3%, -7%, -9%, -7, -3%
CC(C)N(C(=O)[C@H]1C[C@H](CC(=O)NCCN2CCOCC2)C(=O)N2CCc3c([nH]c4cc(CCC(=O)N(C)C)ccc34)[C@]12C)C(C)C
    -4%, 6%, -28%, 8%, -2%, -8%, 0%, -3, 11%
CCOc1ccc(C2c3c(-c4ccccc4O)n[nH]c3C(=O)N2Cc2cccnc2)cc1OC (stereo unspecified)
    -16%, 4%, -13%, 16%, -1%, ?, -6%, 10, 4%
CCN=C(NS(=O)(=O)c1ccc(Br)cc1)c1ccc(Cl)cc1
    -4%, 2%, -16%, -10%, 2%, 0%, 7%, 1, 21%
COc1ccc(OC)c(C2C(C(C)=O)=C(O)C(=O)N2c2ccc(F)cc2)c1 (stereo unspecified)
    0%, nt, -1%, 34%, -3%, 6%, -5%, -1, -13%
COCc1c(C(=O)Nc2nc(C)cs2)oc2ccccc12
    1%, -7%, -5%, 17%, -1%, -1%, -2%[57.1 µM], -14, 4%
CN(C(=O)COC(=O)/C=C/c1ccc(C(F)(F)F)cc1)c1c(N)n(Cc2ccccc2)c(=O)[nH]c1=O
    1%, 6%, -20%, 4%, -3%, 3%, -9%, -2, 0%
NC(=O)C1CCN(C(=O)N2c3ccccc3Sc3ccccc32)CC1
    2%, -2%, -3%, -18%, -4%, 4%, -5%, -6, 5%
CC1(C)OC2OC(C(=O)N/N=C/c3ccccc3F)C3OC(C)(C)OC3C2O1 (stereo unspecified)
    -4%, 2%, -18%, -6%, -4%, 2%, -8%, -2, -2%
O=C(N/N=C/c1ccccc1Cl)c1cccc(F)c1
    0%, 1%, -9%, 19%, 3%, 1%, 12%, -16, 30%
Cc1ccc(C(=O)N/C(=C/c2ccco2)C(=O)NCC2CCCO2)cc1 (stereo unspecified)
    -1%, -19%, -11%, -6%, -1%, 5%, -17%, 4, ?
C=CCSc1nnc(NC(=O)CSCc2c(C)noc2C)s1
    1%, -13%, -21%, -34%, -2%, 3%, 6%, 4, 8%[57.1 µM]
CCCOc1ccc(N2CC(C(=O)Nc3ncccc3C)CC2=O)cc1 (stereo unspecified)
    0%, 5%, -5%, -19%, -3%, 4%, 6%, 2, -1%
C[C@]12c3[nH]c4cc(-c5ccco5)ccc4c3CCN1C(=O)[C@@H](CC(=O)NCCc1ccccn1)C[C@@H]2C(=O)N1CCCCC1
    -7%, 5%, -17%, ?, -2%, 0%, 24%, -6, -21%
CC(=O)Nc1nc(C)nc(C)c1C(C)=O
    2%, 2%, -18%, -14%[11.4 µM], -6%, 1%, 12%[57.1 µM], -6, 21%[57.1 µM]
CCOC(=O)c1ccc(NC(=O)CC2C(=O)N(c3cccc(OC)c3)C(=O)N2Cc2ccc(OC)cc2)cc1 (stereo unspecified)
    -3%, -5%, ?, 2%, 2%, 12%, -9%, 2, 9%
CCOc1ccc(CCNC(=O)COC(=O)COc2ccc(Cl)cc2)cc1OCC
    2%, -9%, -21%, -19%, 3%, 10%, -10%, 1, 7%
Cn1c(SCC(=O)Nc2cccc(S(=O)(=O)NC3=NCCCCC3)c2)nnc1-c1ccncc1
    3%, 1%, 3%, 12%[56.9 µM], -3%, 1%, -2%, -11, 23%
Cc1ccc(C)c(NC(=O)CCN2C(=O)[C@@H]3Cc4ccccc4CN3C2=O)c1
    -1%, -9%, -12%, 14%, -4%, 8%, -1%, -8, 17%
CCn1nc(C)cc1C(=O)NC1CC(C)(C)Cc2c1cnn2-c1cccc(F)c1 (stereo unspecified)
    2%, -1%, -16%, -17%, 1%, 1%, -2%, -3, -7%
CCN1C(=O)c2ccccc2S(=O)(=O)c2ccc(C(=O)NCC(OC)OC)cc21
    3%, -14%, -12%, 0%, -6%, -5%, 0%, -4, 7%
CC(C)CN(C(=O)COC(=O)C12CC3CC(CC(C3)C1)C2)c1c(N)n(Cc2ccccc2)c(=O)[nH]c1=O
    -2%, ?, -12%, 12%, -6%, 1%, 2%[57.1 µM], -5, 10%[57.1 µM]
COC(=O)c1cc(=O)[nH]c(SCc2cccc(C)c2)n1
    1%, 3%, -23%, -6%, -4%, 4%, 3%, -7, 0%
CCOc1cc2[nH]c(=O)n(CC3CCC(C(=O)NCCC(C)C)CC3)c(=O)c2cc1OCC (stereo unspecified)
    -6%, -5%, -25%, 8%, -5%, 0%, 18%, -5, 28%
COc1ccccc1Cc1nc2ccccc2nc1SCC(=O)N1CCc2ccccc21
    0%, 2%, -13%, 6%, -4%, 29%, 2%[57.1 µM], 2, 11%[57.1 µM]
Cc1ccc(C2=Nc3ccccc3N=C(c3ccc(F)cc3)C2)c(O)c1
    -1%, -14%, -25%, -10%, 0%, 16%, 1%, -2, 18%
CN(C)CCNC(=O)COc1ccc(Cl)cc1Cl
    -1%, 3%, -5%, -7%, -3%, -4%, -9%, -3, -9%
CC(=O)N1CCC2(CC1)C/C(=N\NC(=S)Nc1ccc(C)cc1)c1cc(O)ccc1O2
    2%, 1%, -26%, -8%, 4%, 3%, 8%, 1, 2%
COC(=O)CC(CP(=O)(O)CN(C)C=O)C(=O)OC (stereo unspecified)
    0%, 3%, -13%, 14%, 0%, 0%, 0%, -1, 24%
CN(C(=O)COC(=O)c1cccs1)c1c(N)n(Cc2ccccc2)c(=O)[nH]c1=O
    0%, -15%, ?, 4%, -2%, 1%, 8%[57.1 µM], -4, 17%
Cc1ccc(NC(=O)CSc2nc3nccnc3c(=O)n2CCc2c[nH]c3ccccc23)cc1C
    -2%, -1%, 13%, -3%, 3%, -2%, -2%, -7, 16%
COc1ccccc1CNC(=O)COC(=O)CC1CC2CCC1C2 (stereo unspecified)
    -2%, 0%, -22%, 2%, -4%, 8%, 3%, -4, 14%
COc1ccc(-c2noc(C3CC(=O)N(c4ccc5c(c4)OCCO5)C3)n2)c(OC)c1 (stereo unspecified)
    -3%, 4%, -20%, -17%, -2%, 24%, -4%[57.1 µM], -1, 9%[57.1 µM]

# An excerpt from above in order of molecular weight, rising.
# Every second line gives: Vif-APOBEC3G blk, Vif-A3F inh, USP1 inh, RGS4 inhibitor, Glioma ERSR ind, mIDH1 inhibitor, TrxR1 substrate, LDHA block, TrxR1 inh
COc1ccccc1CNC(=O)COC(=O)CC1CC2CCC1C2 (stereo unspecified)
    -2%, 0%, -22%, 2%, -4%, 8%, 3%, -4, 14%
Cc1ccc(C2=Nc3ccccc3N=C(c3ccc(F)cc3)C2)c(O)c1
    -1%, -14%, -25%, -10%, 0%, 16%, 1%, -2, 18%
COc1ccc(-c2noc(C3CC(=O)N(c4ccc5c(c4)OCCO5)C3)n2)c(OC)c1 (stereo unspecified)
    -3%, 4%, -20%, -17%, -2%, 24%, -4%[57.1 µM], -1, 9%[57.1 µM]

# Compound profiles (already shown). Order of values: Vif-APOBEC3G blk, Vif-A3F inh, USP1 inh, RGS4 inhibitor, Glioma ERSR ind, mIDH1 inhibitor, TrxR1 substrate, LDHA block, TrxR1 inh
# CCN=C(NS(=O)(=O)c1ccc(Br)cc1)c1ccc(Cl)cc1 as listed: -4%, 2%, -16%, -10%, 2%, 0%, 7%, 1, 21%
# CC(C)N(C(=O)[C@H]1C[C@H](CC(=O)NCCN2CCOCC2)C(=O)N2CCc3c([nH]c4cc(CCC(=O)N(C)C)ccc34)[C@]12C)C(C)C as listed: -4%, 6%, -28%, 8%, -2%, -8%, 0%, -3, 11%
# CCCSc1nc2c(c(=O)n(C)c(=O)n2C)n1C as listed: 3%, -1%, -2%, 13%, 0%, 5%, 5%[57.1 µM], -5, 13%[57.1 µM]
